# High-throughput results (PubChem)
# zVAD death inh – inhibitors of zVAD-triggered necroptosis, primary screen, L929 cells; L929 zVAD necroptosis rescue, ATP luminescence, 24 h; with zVAD 60 µM; viability rescue, % at 10 µM; 0.38% of 220,000 active; AID 1377, 2008;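 active = activation, scaled between plate controls, above about 75%, limit read from the data; inactive = activation under that limit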;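 also: 0% = zVAD with DMSO and 100% = DMSO alone without zVAD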
# TbHK1 inh – Trypanosoma brucei hexokinase 1 inhibitors, primary screen, biochemical, G6PDH-coupled NADH absorbance, MLSCN library; hexokinase 1 [Trypanosoma brucei]; 0.11% of 220,000 active; AID 1430, 2008; recombinant TbHK1, G6PDH-coupled NADH A340; inhibition, % at 10 µM;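 active = inhibition of 50% or more in the single-dose primary screen; inactive = inhibition below 50%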
# PPC-1+TRAIL kill – compounds killing PPC-1 cancer cells with TRAIL present, primary screen, TRAIL potentiator project, ATPLite luminescence, uHTS. PPC-1 cells + TRAIL, ATPLite viability luminescence. cell killing (% activity), % at 4 µM. 0.41% of 220,000 active;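 active = cell killing above 50% in the first pass at 4 µM, then a duplicate retest at 5 µM averaging 50% or more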;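 also: plate controls were cells with TRAIL plus DMSO for no effect and medium-only wells lacking cells for full effect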
# FXIa inh 1536 – human FXIa protease inhibitors, primary screen, biochemical, 1536-well | Coagulation factor XI (Homo sapiens), P03951 | purified FXIa, Boc-Glu-Ala-Arg-AMC fluorogenic substrate | inhibition, % at 5 µM | 0.14% of 220,000 active | AID 798, 2007;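 active = inhibition of at least 40%; inactive = inhibition below 40%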;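 also: fluorescence of freed AMC excited at 355 nm; 0% = enzyme without compound and 100% = no enzyme blank; many of its hits are not listed in these tables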
# PGE2 EP2 inh – human EP2 receptor antagonists, primary screen, TR-FRET cAMP, C6 glioma cells; 0.52% of 260,000 active; Prostaglandin E2 receptor EP2 subtype (Homo sapiens), P43116; inhibition, % at 25 µM; C6 glioma cells expressing human EP2; cells stimulated with saturating PGE2;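 active = percent inhibition above 40 after rounding to a whole number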;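 also: rat C6 glioma host cells with rolipram phosphodiesterase inhibitor present; the protocol text gives 20 µM as final concentration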
# Target sequence (P43116 whole entry, looked up): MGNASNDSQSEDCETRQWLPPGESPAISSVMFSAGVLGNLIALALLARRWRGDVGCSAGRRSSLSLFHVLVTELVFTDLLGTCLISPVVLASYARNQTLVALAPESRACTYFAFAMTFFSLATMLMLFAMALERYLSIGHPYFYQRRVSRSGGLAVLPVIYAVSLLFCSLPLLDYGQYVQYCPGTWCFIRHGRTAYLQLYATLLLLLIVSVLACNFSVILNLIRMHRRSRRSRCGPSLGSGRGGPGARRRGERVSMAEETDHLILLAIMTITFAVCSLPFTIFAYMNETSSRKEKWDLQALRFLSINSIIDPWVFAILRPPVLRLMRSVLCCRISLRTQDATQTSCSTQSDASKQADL
# CHOP inhibitor – inhibitors of CHOP promoter induction, primary screen, cell-based, unfolded protein response, luciferase reporter; CHO-K1 CHOP-promoter luciferase, tunicamycin-induced, 15-18 h; inhibition, % at 10 µM; 3.8% of 220,000 active;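 active = compounds that reduced the stress-induced luciferase reporter signal by more than about 70% of percent inhibition, limit read from the data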;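 also: 0% = tunicamycin plus vehicle and 100% = wells without tunicamycin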
# FXIIa inh 1536 – human FXIIa protease inhibitors, primary screen, biochemical, 1536-well | Coagulation factor XII (Homo sapiens), P00748 | purified FXIIa, Boc-QGR-AMC fluorogenic substrate, 2 h | inhibition, % at 5 µM | 0.3% of 220,000 active; in the data active = inhibition above about 40%;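 also: 0% = enzyme with no compound and 100% = blank without enzyme; many of its hits are not listed in these tables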
# TNF death inh – inhibitors of TNF-alpha triggered necroptosis, primary screen, cell-based, Jurkat FADD-/-, single concentration; activation (protection from cell death), % at 10 µM; Jurkat FADD-/- TNF necroptosis rescue, ATP luminescence, 24 h; 0 = TNF only, 100 = no-TNF cells; 0.068% of 220,000 active;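 active = activation, meaning protection from cell death, of at least 50% relative to plate controls; inactive = activation below 50%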;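 also: necroptosis triggered by 40 ng/mL TNF-alpha added together with compound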
# Wee1 degr inh – Wee1 degradation inhibitors, primary screen, cell-based, HeLa, Wee1K328M-luciferase, luminescence; reporter increase, % at 5 µM; Wee1-like protein kinase (Homo sapiens), P30291; HeLa Luc-Wee1K328M stability; 100% = proteasome inhibitor MG132 effect; 1.2% of 220,000 active; AID 1321, 2008;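 active = activation above the mean of all tested compounds plus 3 SD, set per screening run, cut at about 8.8% in these data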;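 also: cells exposed to compound for 20 h before luminescence read; 0% = DMSO alone and 100% = MG132 at 30 µM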
# Target sequence (P30291 whole entry K328M): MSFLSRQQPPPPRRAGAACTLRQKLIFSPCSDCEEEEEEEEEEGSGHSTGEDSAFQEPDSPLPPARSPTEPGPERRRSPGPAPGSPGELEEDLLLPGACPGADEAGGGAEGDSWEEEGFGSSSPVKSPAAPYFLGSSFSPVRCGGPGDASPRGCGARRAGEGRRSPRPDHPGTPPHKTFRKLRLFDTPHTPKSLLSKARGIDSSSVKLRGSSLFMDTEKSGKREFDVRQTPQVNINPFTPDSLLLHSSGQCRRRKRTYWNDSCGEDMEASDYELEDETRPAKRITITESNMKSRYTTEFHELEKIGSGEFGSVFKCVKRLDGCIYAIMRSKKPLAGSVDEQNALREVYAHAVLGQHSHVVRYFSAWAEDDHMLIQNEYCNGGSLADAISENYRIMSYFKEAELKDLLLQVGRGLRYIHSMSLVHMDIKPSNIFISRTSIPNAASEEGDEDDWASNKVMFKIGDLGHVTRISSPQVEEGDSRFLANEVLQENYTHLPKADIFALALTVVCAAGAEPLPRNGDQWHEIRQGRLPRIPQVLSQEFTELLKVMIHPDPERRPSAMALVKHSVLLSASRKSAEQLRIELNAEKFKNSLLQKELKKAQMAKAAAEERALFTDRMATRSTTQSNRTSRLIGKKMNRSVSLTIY
# The depositor's hits bear a star; . = no result given; & = joins results of further samples; [ ] = another dose, or the depositor's remark. A portion of the library; count on the stated rates, not on these rows.
SMILES,zVAD death inh,TbHK1 inh,PPC-1+TRAIL kill,FXIa inh 1536,PGE2 EP2 inh,CHOP inhibitor,FXIIa inh 1536,TNF death inh,Wee1 degr inh
CCOc1ccc(OCc2ccc(C(=O)N/N=C(\C)c3ccccn3)cc2)cc1,17,-5,21,3,2,53,14,-13,9.6*
CCn1c(CNc2ccc(Cl)cc2)nnc1SCC(=O)OC1CCCCC1,-1.0,3,-1,5,12,31,15,-1.9,0
CCCC(=O)Nc1ccc(Nc2ccccc2)cc1,5.1,33,17,-7,10,-5,4,2.7,-3
CNC(=S)N1CCC(NC(=O)c2ccco2)CC1,-0.6,-8,8,44*,5,8,25,-0.3,-4
O=C(NN1C(=O)c2ccccc2C1=O)c1ccc2c(c1)C(=O)N(CC1CCCO1)C2=O (stereo not given),0.0,-18,4,-3,4,-3,5,0.9,-1
COc1ccccc1/C=C/C(=O)/C=C/c1ccccc1O,57,-19,23,0,7,101*,7,-21,2
Cc1cc(=O)n2nc(N3CCC(C(=O)NC4CCCc5ccccc54)CC3)sc2n1 (stereo not given),1.7,-3,42,-6,16,-17,3,-0.4,-2
CCOC(=O)c1c(C)nc(C)c(C(=O)OCC)c1-c1ccc(O)c(OC)c1,-0.1,-6,0,0,5,11,10,0.8,-2
COC(=O)Nc1ccc([N+](=O)[O-])cc1OC,0.2,-20,21,-45,12,0,5,-0.6,-1
O=C(c1cnn2ccccc12)N1CCCc2ccccc21,2.3,-17,22,21,13,13,23,-0.2,-3
Cn1nnc(C(O)CN2CCOCC2)n1 (stereo not given),-0.2,4,2,0,10&7,22,-6,-2.7,0
Cn1c(=O)c2c(=O)cc(NNC(=O)CC#N)[nH]c2n(C)c1=O,0.8,-4,13,-2,4,17,6,0.7,4
CCOCCCNC(=O)C(c1ccc(Cl)cc1)N1CCN(C(=O)c2ccco2)CC1 (stereo not given),0.8,3,2,1,9,-18,16,2.0,3
CN(C)C=Nc1c(Br)cc(Br)c2nonc12,0.0,-1,-7,1,5,40,13,-5.1,0
Cc1[nH]n(-c2ccccc2)c(=O)c1/C=C1\C=NN=C1c1ccccc1,1.8,-17,-2,6,20,-12,9,-6.9,0
Cn1c(=O)n(C)c2cc(/C=N/NC(=S)NCc3ccccc3)ccc21,-0.1,-23,4,10,11,-31,6,-0.7,0
O=C(CSc1nc2ccccc2[nH]1)N/N=C/c1ccncc1,0.0,-3,18,9,7,-4,23,0.2,3
CCOC(=O)CSc1nc(-c2ccccc2)ns1,2.8,0,13,2,8,14,4,0.5,-1
CCOC(=O)Cn1nnc(-c2ccc(SC)cc2)n1,0.1,4,22,-1,18&22,21,6,-0.8,3
O=C(NN=C1CCC(c2ccccc2)CC1)c1ccccc1-n1cccc1 (stereo not given),1.9,1,28,2,6,30,12,1.8,0

# A different layout for part of the listing above.
# Each structure is followed by: zVAD death inh | TbHK1 inh | PPC-1+TRAIL kill | FXIa inh 1536 | PGE2 EP2 inh | CHOP inhibitor | FXIIa inh 1536 | TNF death inh | Wee1 degr inh
Cn1c(=O)c2c(=O)cc(NNC(=O)CC#N)[nH]c2n(C)c1=O
 : 0.8 | -4 | 13 | -2 | 4 | 17 | 6 | 0.7 | 4
CCOCCCNC(=O)C(c1ccc(Cl)cc1)N1CCN(C(=O)c2ccco2)CC1 (stereo not given)
 : 0.8 | 3 | 2 | 1 | 9 | -18 | 16 | 2.0 | 3
CN(C)C=Nc1c(Br)cc(Br)c2nonc12
 : 0.0 | -1 | -7 | 1 | 5 | 40 | 13 | -5.1 | 0

# (listing goes on)
SMILES,zVAD death inh,TbHK1 inh,PPC-1+TRAIL kill,FXIa inh 1536,PGE2 EP2 inh,CHOP inhibitor,FXIIa inh 1536,TNF death inh,Wee1 degr inh
CCOc1ccc2nc(N3CCC(C(=O)N4CCN(C5CCCCC5)CC4)CC3)sc2c1,0.6,-4,27,2,6,40,15,-5.8,2
Cc1c(C(=O)Nc2cccc(Cl)c2)c2ccccn2c1CCc1ccncc1,5.1,-10,21,2,9,3,7,-2.8,-1
O=c1c2ccccc2nc(/C=C/c2ccc([N+](=O)[O-])o2)n1CCCO,-0.6,-21,11,-4,18,-21,17,-17,7
Cc1c(Cl)cccc1NC(=S)N1CCN(c2ccccn2)CC1,3.6,-4,16,1,9,-11,9,0.1,4
O=C(O)CCc1ccc(-c2ccc(F)cc2)n1CC(=O)O,0.9,24,4,-1,15,-1,7,0.1,3
Cc1cc(OCC(=O)N2CCOCC2)c(C(C)C)cc1Cl,0.0,0,2,19,9,7,14,-1.3,1
Cc1ncc(CN2CCN(C(C)C)C(CCO)C2)s1 (stereo not given),0.2,6,12,-5,8,-29,5,0.9,-3
CC1=NNC(=O)C1CC(=O)N/N=C/C=C/c1ccccc1 (stereo not given),0.2,-20,21,-1,7,6,13,1.0,-1
O=C(CCS(=O)(=O)c1cccs1)Nc1ccc(C(=O)NC2CCN(Cc3ccccc3)CC2)cc1,-0.1,7,9,7,10,9,4,1.3,-2
CC(C)NC(=O)c1ccc2c(c1)S(=O)(=O)c1ccccc1C2=O,0.1,-8,-2,-11,9,42,12,-0.1,-2
CCOC(=O)CS(=O)(=O)c1ccc2ccccc2c1,0.5,0,9,19,10,19,15,0.6,1
CC1(C)Cc2c(sc3ncn(N)c(=N)c23)CO1,0.0,-4,6,-8,.,11,1,-2.2,0
CCc1ccc(N=c2c([N+](=O)[O-])nn(-c3ccccc3)n2O)cc1,0.2,-17,20,16,9,-30,28,-2.1,1
CCc1ccc(NC(=O)c2ccc3c(c2)C(=O)N(CCOC)C3Nc2ccc(CC)cc2)cc1 (stereo not given),.,-6,11,8,14,94*,11,0.2,0
CCc1c(C)nc2cc(-c3cccs3)[nH]n2c1=O,3.5,-6,7,-4,18,1,-2,-2.1,3
O=C(NC12CC3CC(CC(C3)C1)C2)N1CCN(C(=O)c2ccco2)CC1,2.3,-2,0,-7,8,-8,4,-1.1,-1
O=C1C(=O)c2ccccc2C(O)=C1CCCCl,16,-13,11,6,8,-8,6,-22,-1
NC(=O)C1CCCN(C(=O)NC2CCCCC2)C1 (stereo not given),-0.1,1,-2,-3,14,1,-13,-0.5,-1
CC1(C)C=C(c2ccc(C=O)s2)CC(C)(C)N1C=O,-0.5,-37,62*,10,9,-6,13,0.1,-4
COc1ccc(Cc2nnc(SCC(=O)N3CCc4ccccc4C3)o2)cc1,-0.2,8,17,0,14,10,18,-0.5,1
Cc1ccc(NC(=O)/C(C#N)=C/c2ccccc2C(F)(F)F)cc1,-0.1,-3,30,8,5,-39,14,12,-1
CCSc1nccc(-c2nn(-c3ccc(C)cc3)ccc2=O)n1,0.5,-20,-6,-5,9,-3,6,-7.4,0
CC(C)OC(=O)/C(=C/c1cccnc1)NC(=O)c1ccccc1,0.1,3,13,3,4,12,8,0.8,6
COc1cccc(Nc2nc(C)cc(C)c2C#N)c1,-1.2,-8,12,6,14,12,16,-1.0,1
CN(c1cccc(NS(=O)(=O)c2ccccc2)c1)S(C)(=O)=O,49,0,18,-3,5,31,5,-0.7,0
O=C(NNc1nc2c(F)cccc2s1)C1COc2ccccc2O1 (stereo not given),2.5,10,20,-4,5,16,0,2.8,0
COc1ccc(CC2(CO)CCN(Cc3cnn(-c4ccc(F)cc4)c3)CC2)cc1,2.0,6,2,-1,8,27,9,0.7,-2
Cc1cccc(NC(=O)CSc2nc3[nH]ncc3c(=O)n2-c2ccccc2)c1,.,-3,20,2,6,4,11,2.2,-2
COc1ccccc1-c1cc(-c2cc(Cl)ccc2O)n[nH]1,1.1,-10,5,2,5,27,19,-3.0,-2
CCOC(=O)NN1C(=O)c2ccccc2NC1C (stereo not given),0.9,-6,.,-10,3,-11,-1,1.7,-1
CC(=O)c1cc2c(cc1NC(=O)CCC1CCCC1)OCO2,1.9,-9,20,6,7,58,10,2.2,-1
CCOc1ccccc1CN1CCN(Cc2nc3ccccc3s2)CC1CCO (stereo not given),0.1,-5,.,-7,6,56,6,2.9,-1
Cc1ccc(CN2CCN(C3CCOCC3)CC2CCO)cc1 (stereo not given),-0.5,0,11,2,1,4,11,0.5,-1
COc1ccc(-c2noc(CN3CCC(Cc4ccccc4)CC3)n2)cc1,0.5,2,6,-3,12,60,0,0.8,1
O=Cc1c(-c2ccccc2)nc2ccccn12,1.1,-20,-13,6,6,8,10,-2.4,1
O=C(Nc1ccc2oc(-c3ccccc3)nc2c1)c1ccccc1F,0.6,5,27,8,9,-7,18,0.2,6
COc1ccc(Cn2c(O)cc(=O)[nH]c2=O)cc1,-0.3,1,8,-7,7,4,-1,-1.3,0
CC(CC(C)C(=O)Nc1ccccc1C(C)(C)C)C(=O)O (stereo not given),0.2,0,11,-3,7,20,6,-1.1,2
COc1ccc(-c2cc(C(F)(F)F)nc(-n3ccnc3C)n2)cc1,1.4,-19,-5,25,4,45,33,-0.1,3
N=c1ccn(CC(=O)c2ccc(-c3ccccc3)cc2)cc1,-1.0,11,24,-1,8,-10,5,-4.9,-2
N#Cc1ccc(N/N=C/c2cn(-c3ccccc3)nc2-c2ccccc2)c([N+](=O)[O-])c1,1.2,11,4,-1,5,83*,9,-1.2,2
CCOC(=O)c1c(NC(=O)COC(=O)c2cc(OC)c(OC)cc2[N+](=O)[O-])sc(C)c1CC,0.6,1,26,0,10,17,4,3.7,2
CCCNc1nc2c(c(=O)[nH]c(=O)n2C)n1CCC(C)C,0.1,1,14,-1,19,17,21,-2.5,-3
COC(=O)c1ccc(C)c(NC(=O)Cc2ccc([N+](=O)[O-])cc2)c1,-1.9,4,7,1,3,-10,8,0.4,-1
Cc1cc2c(cc1C)NC(c1c(C)n(C)n(-c3ccccc3)c1=O)C1=C(CC(C)(C)CC1=O)N2 (stereo not given),1.1,-14,3,22,18,-25,20,-2.6,1
CCCCN(C)S(=O)(=O)c1c(C)[nH]c(=O)[nH]c1=O,1.7,-6,5[5 µM],-1,2,4,12,-0.2,0
CC(C)CCn1c(SCC(N)=O)nc2c1c(=O)n(C)c(=O)n2C,0.5,14,19,2,7,-8,13,-0.5,-2
COc1cc(/C=N/N(C)C)ccc1OC(=O)c1cccs1,-0.2,-11,21,-4,13,-5,-2,0.8,-4
O=C(CC(NC(=O)c1ccccc1Cl)c1ccccc1)NC1=NCCS1 (stereo not given),1.5,-6,12,-8,11,-2,2,0.9,-1
CCc1nc(N2CCC3(CC2)OCCO3)c2nnn(Cc3ccccc3)c2n1,1.5,3,30,4,6,11,4,0.8,4
COc1ccc2cc(-c3cc(C(=O)OCC(=O)Nc4c(C)n(C)n(-c5ccccc5)c4=O)c4ccccc4n3)ccc2c1,0.6,-13,92*,1,19,27,8,-16,-3
CCOC(=O)CSc1ccc(C(=O)Nc2ccc(Cl)cc2)cn1,2.7,2,8,-6,41*,-21,5,-0.2,1
CCOC(=O)N1CCN(CC(=O)Nc2cc(OCC)ccc2OCC)CC1,-0.2,-10,2,-7,10,-2,-1,1.6,0
Cc1ccc(S(=O)(=O)N(CC(=O)Nc2cccc([N+](=O)[O-])c2)C2CCCCC2)cc1,2.7,12,9,3,6,23,14,-3.2,-1
